High-throughput results: PubChem, several laboratories
COUP-TFII inh: NR2F2 transcriptional activity inhibitors, primary screen, cell-based, luciferase reporter, HEK293T, luminescence; AID 686940, 2013; HEK293T NGFI-A luciferase reporter; inhibition, % at 8.6 µM; 0.7% of 370,000 active;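 active = inhibition above a per-plate cutoff, mean inhibition of test wells between control levels plus 3 SD, cut at about 38% in these data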;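 also: cells cotransfected with COUP-TFII expression vector driving the NGFI-A reporter; 0% = median of COUP-TF2 test wells and 100% = reporter-only cells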
KKLEB cytotox: cytotoxicity in KKLEB CF airway cells, primary screen, cytotoxicity control for CF NF-kB inhibitor project, cell-based, uHTS, fluorescence assay plates; AID 602141, 2011; 0.36% of 360,000 active; KKLEB CF airway cells viability, ATPlite luminescence, overnight; active compounds read low; cells stimulated with P. aeruginosa culture filtrate; activity change (cytotoxicity), % at 5 µM;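 active = corrected activity change at or below -50% at 5 µM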
SRC1 inh: SRC1 coactivator transcriptional activity inhibitors, primary screen, cell-based, luminescence; Nuclear receptor coactivator 1 (Homo sapiens), Q15788; HEK293 GAL4-SRC1 luciferase reporter; inhibition, % at 3.6 µM; 0.12% of 360,000 active;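 active = inhibition above the campaign mean plus 3 SD, with each screening campaign given its own cutoff, cut at about 60% in these data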;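 also: 0% = DMSO treated cells and 100% = gossypol at 36 µM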
Target sequence (Q15788 whole entry, looked up, the tested form may be a part): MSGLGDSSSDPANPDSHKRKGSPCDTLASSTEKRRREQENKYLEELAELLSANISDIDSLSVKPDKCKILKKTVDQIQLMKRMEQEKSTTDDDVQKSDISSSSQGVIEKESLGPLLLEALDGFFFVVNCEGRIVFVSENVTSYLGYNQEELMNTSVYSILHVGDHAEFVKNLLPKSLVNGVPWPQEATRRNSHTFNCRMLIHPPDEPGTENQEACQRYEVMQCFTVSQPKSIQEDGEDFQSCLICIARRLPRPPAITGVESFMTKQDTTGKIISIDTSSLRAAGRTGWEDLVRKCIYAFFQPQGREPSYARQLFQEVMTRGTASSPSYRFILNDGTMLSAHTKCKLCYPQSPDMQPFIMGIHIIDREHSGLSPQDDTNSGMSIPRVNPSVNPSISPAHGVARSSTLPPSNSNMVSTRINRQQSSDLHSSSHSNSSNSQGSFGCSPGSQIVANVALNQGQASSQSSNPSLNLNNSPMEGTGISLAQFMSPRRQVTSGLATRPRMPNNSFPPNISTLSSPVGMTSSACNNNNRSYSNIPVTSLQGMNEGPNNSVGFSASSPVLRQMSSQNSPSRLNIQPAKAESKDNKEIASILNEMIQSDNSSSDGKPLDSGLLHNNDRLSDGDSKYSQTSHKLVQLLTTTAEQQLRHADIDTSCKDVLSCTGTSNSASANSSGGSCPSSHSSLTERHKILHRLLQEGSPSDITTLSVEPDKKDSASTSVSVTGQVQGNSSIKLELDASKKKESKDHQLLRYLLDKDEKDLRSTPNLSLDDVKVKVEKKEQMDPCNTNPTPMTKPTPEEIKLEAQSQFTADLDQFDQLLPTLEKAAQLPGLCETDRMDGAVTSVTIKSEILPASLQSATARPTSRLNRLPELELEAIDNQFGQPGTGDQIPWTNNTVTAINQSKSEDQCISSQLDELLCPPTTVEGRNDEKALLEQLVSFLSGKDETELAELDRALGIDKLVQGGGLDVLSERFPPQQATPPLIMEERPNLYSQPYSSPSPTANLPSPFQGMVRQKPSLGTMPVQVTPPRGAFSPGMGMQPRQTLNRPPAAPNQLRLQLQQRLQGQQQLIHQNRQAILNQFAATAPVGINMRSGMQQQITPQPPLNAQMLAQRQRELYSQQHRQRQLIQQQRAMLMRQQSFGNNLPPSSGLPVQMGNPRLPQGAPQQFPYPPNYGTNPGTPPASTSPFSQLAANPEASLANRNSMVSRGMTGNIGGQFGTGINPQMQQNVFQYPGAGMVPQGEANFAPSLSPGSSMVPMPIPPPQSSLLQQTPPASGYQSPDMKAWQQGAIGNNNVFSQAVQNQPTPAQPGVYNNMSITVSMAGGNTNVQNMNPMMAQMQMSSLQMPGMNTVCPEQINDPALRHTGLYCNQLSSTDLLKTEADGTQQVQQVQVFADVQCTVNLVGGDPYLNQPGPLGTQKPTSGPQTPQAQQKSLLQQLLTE
NCOA3 inh: SRC3 coactivator transcriptional activity inhibitors, primary screen, cell-based, luminescence. Nuclear receptor coactivator 3 (Homo sapiens), Q9Y6Q9. inhibition, % at 3.6 µM. 0.17% of 360,000 active. HEK293 GAL4-SRC3 luciferase reporter;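 active = inhibition above a per-campaign cutoff, the mean of all compounds plus 3 SD, cut at about 60% in these data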;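 also: 0% = DMSO-treated cells and 100% = gossypol-treated cells at 36 µM; higher means less SRC3-driven luciferase light from the GAL4 reporter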
C8 TRAIL sens: viability loss with TRAIL in NB7+C8 cells, primary screen, TRAIL sensitizer project, cell-based, ATPlite luminescence; inhibition (viability loss, TRAIL sensitization), % at 10 µM; 1% of 360,000 active;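 active = compounds causing at least 50% loss of cell viability in the single-dose screen, relative to plate controls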
Shn3 3UTR inh: reduction of Shn3 3'UTR firefly luciferase signal, primary screen, Schnurri-3 inhibitor project, cell-based, Clone20 osteoblasts, set 2 | 0.52% of 360,000 active | AID 588674, 2011 | inhibition, % at 12.5 µM | Clone20 osteoblast Shn3 3'UTR firefly luciferase, 24 h;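 active = mean inhibition of at least 75% with every replicate also reaching 75%; inconclusive = mean inhibition at least 75% but some replicate below; inactive = mean inhibition below 75%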;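 also: 0% = median of neutral control wells and 100% = pilot-screen positive control compound; some compounds past the cut are filed as inactive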
NR5A2 inv ag: LRH-1 (NR5A2) inverse agonists, primary screen, cell-based, luminescence, HEK293T, StAR-luciferase reporter; LRH-1 transfected, 24 h; inhibition, % at 3.6 µM; 0.13% of 360,000 active;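 active = inhibition above the mean inhibition of all tested compounds plus 3 SD, cut at about 73% in these data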;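 also: 0% = DMSO wells and 100% = reporter-only cells lacking LRH-1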
TROY NFkB inh: inhibitors of TROY-driven NF-kB signaling, primary screen, Q293 LMP1-TROYcd cells, NF-kB luciferase, uHTS; 0.98% of 360,000 active; inhibition, % at 10 µM; AID 1347056, 2019; Q293 LMP1-TROYcd NF-kB luciferase reporter, 4 h;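 active = compounds whose plate-normalised and pattern-corrected inhibition of the luciferase reporter signal at the single screening dose is 50% or more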
TWEAK Fn14 block: inhibitors of TWEAK-Fn14 signaling, primary screen, luciferase reporter cells, uHTS | inhibition, % at 10 µM | 2% of 360,000 active | TWEAK-stimulated Fn14 reporter cells, luciferase luminescence, 8 h | AID 1159606, 2016; in the data active = inhibition above about 50%
CF NFkB inh: inhibitors of PAF-induced NF-kB signaling, primary screen, cell-based, GFP fluorescence, uHTS. KKLEB NF-kB-GFP reporter, GFP fluorescence overnight. inhibition, % at 5 µM. 0.86% of 360,000 active;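 active = at least 50% inhibition at 5 µM, scaled per plate between neutral and stimulator controls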;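 also: PAF is a Pseudomonas aeruginosa culture filtrate used as stimulus; plate controls were PAF-stimulated DMSO wells for no effect and unstimulated DMSO wells for full effect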
LMP1 NFkB inh: EBV LMP1-driven NF-kappaB luciferase reporter inhibitors, primary screen, cell-based, luminescence, single point. inhibition, % at 12.5 µM. 0.69% of 350,000 active. LMP1-induced NF-kappaB luciferase reporter cells. AID 504558, 2011; in the data active = inhibition above about 41%; inconclusive = no clear call, values can overlap the other calls;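 also: 0% = neutral control wells and 100% = reference inhibitor control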
Active calls of the source: *; ? = inconclusive; . = no result given. An excerpt, so the mix of outcomes need not match the whole.

structure,Shn3 3UTR inh,TROY NFkB inh,NCOA3 inh,SRC1 inh,TWEAK Fn14 block,KKLEB cytotox,CF NFkB inh,C8 TRAIL sens,LMP1 NFkB inh,COUP-TFII inh,NR5A2 inv ag
CC(NC(=O)COC(=O)C1=NN(c2ccccc2)C(=O)CC1)c1ccccc1 (stereo not drawn),-4,0,11,-3,-23,4,2,8,-4,-10,0
O=C(Cc1cccc(NC(=O)C2CCCN(C(=O)CCc3ccccc3)C2)c1)Nc1cccc(C(=O)N2CCCC2)c1 (stereo not drawn),6,15,0,-11,-6,-8,-7,3,0,17,-9
CC(C)Oc1ccccc1/C=N/Nc1ccccc1[N+](=O)[O-],-6,82*,-14,-1,7,16,-11,4,-15,-3,-35
CCCn1c(N)c(C(=O)CSc2nnc(-c3cccnc3)n2-c2ccc(C)cc2C)c(=O)[nH]c1=O,18,-12,21,1,24,4,-1,8,2,13,3
COc1cc(/C=C/c2cc(C(F)(F)F)[nH]c(=O)n2)cc(OC)c1OC,-11,19,42,11,47,24,-2,-20,-11,-10,-4
Cc1ccccc1OC1CCN(C(=O)C2CCC(=O)N(C3CCCC3)C2)CC1 (stereo not drawn),33,7,23,-8,-7,-5,-2,7,-3,-8,15
COc1cccc(/C=N/NC(=O)CSCC(=O)Nc2ccccc2)c1O,?,-8,27,-9,-16,-22,25,14,47*,-11,30
CN(Cc1cccnc1)C(=O)CNC(=O)COc1ccccc1,-18,3,9,7,22,-2,-7,13,-4,-12,9
CC1CC(C)CN(CCOc2cccc(Cl)c2Cl)C1 (stereo not drawn),-5,-5,26,2,-2,-17,8,11,1,9,8
Cc1onc(-c2ccccc2Cl)c1C(=O)Nc1ccc(F)c(F)c1,-12,-9,17,15,3,-8,-2,-7,3,2,23
CN(c1ccccc1)S(=O)(=O)c1ccc(C(=O)NNC(=O)c2ccccc2)cc1,21,-2,16,12,10,-14,2,-3,10,-17,9
O=C(CN(c1ccccc1)S(=O)(=O)c1ccc(Cl)cc1)Nc1ccccc1C(=O)N1CCCC1,9,0,18,1,1,-11,8,-10,-2,.,-8
CC(=O)c1ccc(C)cc1OC(=O)c1cccc(F)c1,-3,-17,-10,-6,4,4,-7,-6,4,12,7
O=[N+]([O-])c1ccccc1-c1ccc(C(=S)N2CCN(c3ccccc3)CC2)o1,12,13,-5,-5,17,-1,-1,2,-8,-5,8
CC(C)[C@H](NC(=O)c1ccccc1)C(=O)OCC(=O)NCC1CCCO1 (stereo partly drawn),7,1,13,-2,-7,-6,0,-5,-1,2,6
N#Cc1c(-c2ccncc2)c2c([nH]c1=S)CCCC2,8,9,-14,-4,-5,-2,6,-6,-1,-13,-2
O=C(CCc1nnc2ccc(NCc3ccccc3Cl)nn12)NCC1CCN(C2CCCC2)C1 (stereo not drawn),-5,0,20,11,-4,-1,-15,7,-8,15,-14
O=C(Nc1ccc(Cl)cc1)Nc1nc(-c2ccccc2O)cs1,.,37,-2,-13,-9,10,13,25,13,9,-3
O=C(NCCC1=CCCCC1)C1CCN(S(=O)(=O)c2cccc(C(F)(F)F)c2)CC1,19,-6,2,11,6,1,-8,-5,6,-11,-15
O=C1Nc2ccc(Br)cc2C12OCCO2,-17,-19,13,10,-3,11,11,-16,-3,3,-3
O=c1ccc2c([nH]1)CCCCCCCCCC2,0,-8,6,17,-25,5,-3,7,2,9,1
Cc1noc(C)c1COC(=O)CNC(=O)c1cccc(F)c1,8,-3,17,0,-2,5,3,-5,2,9,-7
O=C(O)[C@@H]1CCCN1C(=O)c1ccccc1N1C(=O)[C@@H]2Cc3c([nH]c4ccccc34)C(c3cccc(Cl)c3)N2C1=O (stereo partly drawn),-10,-36,-9,-8,3,18,-46,3,-1,-3,0
Cc1ccc(S(=O)(=O)N2CCCCC2)cc1NC(=O)COC(=O)c1ccccc1F,20,15,9,-8,-3,1,-9,-1,-5,3,-16
COc1ccccc1N1CCN(c2ncnc3c2oc2ccccc23)CC1,-14,34,-39,-25,21,-7,14,-11,16,3,-9
CC(=O)N1CCC(N(C(=O)Nc2ccc(F)cc2)C2CCCC2)CC1,-13,-6,-25,3,-15,-13,13,-9,-2,-6,-10
CCCn1c(Sc2nc3c(c(=O)[nH]c(=O)n3C)n2CCC)nc2c1c(=O)[nH]c(=O)n2C,-9,-21,-8,-2,2,5,-10,-11,-13,-3,0
O=C(Nc1ccccc1)OCCOc1ccc(Cl)cc1Cl,-9,-18,7,-3,-45,4,-10,-6,-6,-7,13
CCCCn1c(N)c(N(CCOC)C(=O)COC(=O)c2ccccc2OCC)c(=O)[nH]c1=O,-10,-1,-12,5,9,9,20,-11,2,-14,-4
C=CCNC(=S)NNc1nc(Nc2ccccc2)nc(N2CCCCC2)n1,-8,3,16,-20,-2,-6,7,-4,4,21,-17
CN(c1ccc(C(=O)Nc2cccnc2)cc1)S(=O)(=O)c1ccc(Cl)cc1,9,7,11,-4,1,-12,22,1,0,12,-28
CCc1noc(C)c1C(=O)Nc1nc2ccc(F)cc2s1,-86,8,-71,-66,-10,-14,5,18,-33,-47,-76
CCCC(c1nnnn1Cc1cccs1)N1CCN(C)CC1 (stereo not drawn),2,7,-9,-3,-2,3,11,-5,-7,13,-14
CC1CC(C)(C)CC2(C1)NC(=O)N(CC(=O)Nc1ccc3[nH]c(=O)[nH]c3c1)C2=O (stereo not drawn),11,3,-13,-39,15,-1,14,-2,5,-4,-16
CCC/C(O)=C1\C(=O)CC(c2ccccc2)CC1=NCCc1c(C)[nH]c2ccc(C)cc12 (stereo not drawn),11,14,16,10,-17,-19,5,1,9,-2,24
COc1ccc(C)cc1NC(=O)CCC(=O)Nc1nnc(C(F)(F)F)s1,-2,14,19,1,-1,0,5,9,-7,10,-1
Cc1cccc(C)c1NC(=O)Cn1c(=O)n(CCC(=O)NCc2ccco2)c(=O)c2sccc21,-17,-11,-6,0,-4,0,-6,-3,3,-15,5
Cc1ccc(-c2cc(C(F)F)n3ncc(C(=O)NN4CCCCC4)c3n2)cc1,4,11,7,5,-40,10,-17,4,-6,5,25
COc1cc(/C=N/NC(=O)c2ccccc2O)ccc1OCC(=O)Nc1ccccc1,-11,-21,-31,-14,-11,-4,10,-2,-19,-20,-13
COc1ccc(C(=O)CC(=O)c2ccccc2O)cc1OC,-32,-47,-31,-15,-5,-15,10,4,-3,-38,-35
COC(=O)C[C@H]1c2cc(F)ccc2S(=O)(=O)N1Cc1ccccc1OC,-1,-7,19,4,-6,-4,0,-9,-11,0,-8
CCc1cc2c(N[C@@H](Cc3ccccc3)C(=O)O)ncnc2s1,-14,1,0,-9,-2,-4,-2,-12,5,3,-3
Cc1ccc(C)n1NC(=O)c1ccc(Cl)cc1,-8,-25,-1,-8,-10,-9,8,-4,-11,-3,4
COCCNC(=O)CN1C(=O)CSc2ccc(S(=O)(=O)N3CCOCC3)cc21,-10,-10,-31,16,5,11,-1,-19,1,3,-4
Cc1cccc(Cc2cnc(NC(=O)CN3C(=O)/C(=C/c4ccccc4)SC3=S)s2)c1,6,15,2,-54,-1,-3,2,21,23,-10,-6
OCC1OC(n2nc3ccccc3n2)C(O)C(O)C1O (stereo not drawn),8,-28,11,1,-3,0,-2,-39,-3,-5,-24
O=C1OCCC1Sc1nnc(-c2ccc(O)cc2)o1 (stereo not drawn),-6,-9,9,-10,7,-6,3,3,0,-4,-6
CCCCOc1ccc(OCCNC(=O)c2ccco2)cc1,-3,-5,-7,3,-18,-1,-2,7,-4,-5,4
O=C(NCc1cnc2ccccn12)C1CCC(=O)N(Cc2ccccc2F)C1 (stereo not drawn),-4,-5,15,1,-3,6,-11,5,1,-17,10
COc1ccccc1NC(=O)CSc1c2c(nc3ccccc13)CCC2,10,8,-10,15,13,-20,17,-11,2,-5,-6
CCN1CCN(C(=O)C2(NC(=O)Nc3ccccc3Cl)CCCCC2)CC1,-10,19,2,14,13,2,-5,-6,8,-2,-8
CCC(C)NC(=O)c1c(N)n(/N=C/c2cccnc2)c2nc3ccccc3nc12 (stereo not drawn),2,-15,-3,7,51*,-6,-2,32,-3,9,-20
CCn1c(SCC(=O)c2c(N)n(C3CC3)c(=O)[nH]c2=O)nnc1-c1ccoc1C,-22,-13,9,-1,0,-16,9,-3,-8,1,5
CN(CC(=O)Nc1cccc2ccccc12)C(=O)c1cccc(S(=O)(=O)N(C)C)c1,-2,3,8,7,-4,2,12,7,-1,2,11
CN(C(=O)COc1ccccc1)c1nnc(C23CC4CC(CC(C4)C2)C3)s1,-12,14,13,-10,-19,-15,6,1,-24,-5,2
O=C(Nc1ccccc1)/C(=C/c1ccc2c(c1)OCO2)NC(=O)c1ccco1,8,6,11,4,12,6,-9,-19,1,15,-5
O=C1OCCN1C(=O)[C@H]1[C@H](c2ccccc2)C(c2ccc(F)cc2)=NN1c1ccc(Br)cc1,-4,-21,-13,-2,30,10,-15,0,2,6,-2
COc1ccc(-c2noc(CNC(=O)c3ccoc3C)n2)cc1,1,5,3,-5,-5,3,16,18,1,1,1
COc1ccc(N(CC(=O)NCCc2ccc(OC)c(OC)c2)S(=O)(=O)c2c(C)noc2C)cc1,6,-13,-17,12,1,1,11,10,-5,-7,-13
CCN(CC)CCCNC(=O)c1c(O)c2c([nH]c1=O)CCCC2,-22,16,9,-28,-14,0,17,10,-6,7,0

(list continues)
structure,Shn3 3UTR inh,TROY NFkB inh,NCOA3 inh,SRC1 inh,TWEAK Fn14 block,KKLEB cytotox,CF NFkB inh,C8 TRAIL sens,LMP1 NFkB inh,COUP-TFII inh,NR5A2 inv ag
O=C(Cn1cncn1)N/N=C/c1ccccc1Cl,-30,-12,7,-6,-10,8,-15,-6,6,4,6
O=C(Nc1ccccc1Cl)c1ccc(COc2ccc3c(c2)CCC3)cc1,6,-30,-21,-35,-12,3,2,-10,0,1,-50
CCCCC1S/C(=N/N=C/c2ccco2)NC1=O (stereo not drawn),-19,-13,0,1,-15,9,-3,-8,2,-5,-2
C/C(=N/NC(=O)CNC(=O)c1ccco1)c1ccco1,-6,16,3,-8,3,11,0,-16,-7,-26,6
O=[N+]([O-])c1ccccc1N/N=C\c1ccccc1F,-92,-45,-52,-63,-13,-4,-4,-3,-42,-26,-35
